Screens: PubChem, National Center for Advancing Translational Sciences (NCATS)
TbPYK inhibitor: blocks Trypanosoma brucei pyruvate kinase; Q57TT1; TbPYK enzyme, Kinase-Glo Plus ATP luminescence, 45 min; Potency, µM (titrated, usually from 76.8 µM), without a hit: at the highest dose activity, negative = inhibition, usual class: inhibitors; actives 0.12% (n = 410,000); also: nearly all actives have a fitted effect of over 50% in size
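Assay buffer: 50 mM TEA pH 7.2, 100 mM KCl, 10 mM MgCl2, 0.05% BSA, 0.01% Tween-20. Pyruvate kinase from T. brucei plus substrate met compound, then ADP (130 uM final). Luminescence was read post 45 min RT.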
AMA1-RON2 inh: AMA1-RON2 (P. falciparum) interaction inhibition; AlphaScreen AMA1-biotinylated RON2 peptide binding; Potency, µM (doses to about 58.2 µM), inactives show at the top dose activity change, negative = inhibition, actives largely listed as inhibitors; actives 0.2% (n = 360,000); AID 720542;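 also: 0% = vehicle wells and -100% = peptide control; nearly all actives have a fitted effect of over 45% in size; some results filed as inactive show a strong effect at the top dose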
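AMA1 (3D7) with his tag at 25 nM final met compounds first, then biotinylated RON2 peptide at 25 nM; detection used donor plus acceptor beads, 10 µg/mL apiece, read by AlphaScreen after 30 min at room temperature.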
The depositor's hits bear a star; ? = inconclusive; [ ] = remark or other dose. Calls follow the shape of the dose curve; as a rule, active = well fitted curve in the direction sought with a large enough effect; inconclusive = small, poorly fitted or top-dose-only effect, or another doubt; inactive = no such curve, though single readings can be large; an effect the other way counts as inactive or inconclusive. Unless noted, % is scaled to controls: 0 for no effect and ±100 for the full control effect; potency is read from the fitted curve at half-maximal effect. Some of the compounds tested; rates above refer to the full screens.

SMILES | TbPYK inhibitor | AMA1-RON2 inh
O=C(Nc1ccccc1Cl)c1cc(C2CCCN(C(=O)CCCc3ccccc3)C2)on1 (stereo not given) | 5% | 28%
O=c1[nH][nH]c(=O)c2c1[nH]c(=S)n2Cc1ccccc1 | ? | 3%
COc1cc(CNc2ncnc3c2ncn3[C@H]2CN(Cc3cccc4ccccc34)C[C@@H](CO)O2)cc(OC)c1OC | 5% | 0%
CC(=O)c1ccc(NC(=O)COC(=O)C2CC3C=CC2C3)cc1 (stereo not given) | -1% | 10%
CC1=C(C(=O)N(C(C)C)C(C)C)CC(CC(=O)NCc2cccs2)C(=O)N1Cc1ccc(C(C)(C)C)cc1 (stereo not given) | -5% | -1%
CCc1nc2ccc(C(=O)Nc3cccc(NS(C)(=O)=O)c3)cn2c1N(CC)Cc1cccc(Br)c1 | 1% | -1%
Cn1ccc2c(N3CCOCC3)cc3c(c21)C1CCC3C1 (stereo not given) | 0% | ?
Cc1ccc(S(=O)(=O)N2CCC(=O)N([C@H](COCc3ccc(Cl)c(Cl)c3)Cc3ccccc3)CC2)cc1 | 1% | 4%
OCc1nc2ccccc2n1CCCc1ccccc1 | 1% | -1%
COc1ccc(/C=C(/NC(=O)c2ccc(Br)cc2)C(=O)Nc2cccc(C(=O)O)c2)cc1 | 4% | -2%
CC1(c2nnnn2Cc2ccccc2)CCC(=O)N1Cc1cccs1 (stereo not given) | 0% | -5%
CCCCN(C)C(=O)c1[nH]c(C(F)(F)F)nc1-c1ccccc1 | 3% | -7%
CC(C)OCCCNC(=S)N1CCC(C(=O)c2ccc(F)cc2)CC1 | -1% | -1%
Cc1nc(N)nc(N(C)c2ccccc2)c1Br | 10% | -13%
CCCc1nc2c(C)cc(Br)cn2c1Cc1ccccc1 | 4% | 17%
O=S(=O)(O)c1ccc(NN=Cc2ccccc2O)cc1 | -31% | -12%
COC(=O)Cn1c(C(=O)N(C)C)cc2c1C[C@H]1CN(C(=O)c3ccccc3)[C@@](Cc3ccc(F)cc3)(C(=O)OC)[C@@H]21 | 0% | 13%
NS(=O)(=O)c1cccc(NC(=O)c2cccc(N3C(=O)c4ccccc4C3=O)c2)c1 | 6% | -18%
CC(C)C[C@@H](CN1CCC[C@H]1CN1C(=O)C(=O)NC[C@@H]1Cc1ccc(O)cc1)N1C[C@H](Cc2ccccc2)N(CC2CCCCCC2)C(=O)C1=O | 5% | -19%
CCCCC1=CC2=CC(=O)C(C)(OC(=O)c3cccs3)C(=O)C2=CO1 (stereo not given) | -19% | 5%

By substructure, the entries above containing an aryl methoxy group
SMILES | TbPYK inhibitor | AMA1-RON2 inh
COc1cc(CNc2ncnc3c2ncn3[C@H]2CN(Cc3cccc4ccccc34)C[C@@H](CO)O2)cc(OC)c1OC | 5% | 0%
COc1ccc(/C=C(/NC(=O)c2ccc(Br)cc2)C(=O)Nc2cccc(C(=O)O)c2)cc1 | 4% | -2%

The list goes on.
SMILES | TbPYK inhibitor | AMA1-RON2 inh
CC1(C(=O)NC2CCN(Cc3ccccc3)CC2)CCN1CCc1ccccc1 (stereo not given) | -7% | -3%
O=C(NCc1ccc2c(c1)OCO2)C(=O)NCC1OCCCN1S(=O)(=O)c1ccccc1 (stereo not given) | -13% | 0%
CCCOc1ccc(F)cc1-c1cc(C(=O)Nc2ccc(OC)c(OC)c2)[nH]n1 | 6% | 0%
CN(CC(=O)Nc1cccc(C(F)(F)F)c1)C1=NS(=O)(=O)c2ccccc21 | 1% | -3%
O=C1CC[C@@H]2CC3(C[C@@H]4CCN1[C@H]24)Nc1ccccc1NC3=NC1CCCCC1 (stereo not given in full) | 1% | -5%
NC(N)=Nc1ccc2[nH]c3c(c2c1)C[C@@]1(O)[C@H]2Cc4ccc(O)c5c4[C@@]1(CCN2CC1CC1)C3O5 (stereo not given in full) | -10% | -6%
CC1(C)CCC(=O)N2CC[C@H]3c4cc5ccccc5nc4C[C@@H]1[C@H]32 | -7% | -2%
Cc1ccc(NC(=O)C2(C)CCN2CCc2ccccc2)cc1 (stereo not given) | 0% | 16%
CCOc1ccc(C(=O)CCC(=O)NCC(=O)Nc2ccc(F)c(F)c2F)cc1 | -1% | 1%
O=C(NCc1cc(Cl)cc(Cl)c1)c1csc([C@@H]2O[C@H](CO)[C@H](O)[C@H](O)[C@H]2O)n1 | -2% | -8%
CC1(C(=O)Nc2ccc3ccccc3c2)CCC(=O)N1C1CCN(Cc2ccccc2)CC1 (stereo not given) | 0% | 9%
CCOC(=O)c1cc(-c2sc(NC(=O)c3ccccc3)nc2C)n(Cc2ccccc2)n1 | 8% | -15%
C#CCNC(=O)C1=C[C@@H](c2ccc3c(c2)OCO3)C[C@@H](OCCCCO)O1 | -15% | -7%
NS(=O)(=O)c1ccc(SCc2ccccc2)nc1 | 1% | 9%
COc1ccc(-c2oc3c(c2C#CCCCCO)C(OCCO)CC3)cc1 (stereo not given) | -3% | -12%
CCC(C)[C@H]1CN=C(N)N1CCc1cccc2ccccc12 (stereo not given in full) | 4% | 2%
CS(=O)(=O)c1ccc(C2=C(CNC(=O)c3nccs3)[C@H]3CC[C@@H](C2)N3CCOc2ccccc2)cc1 | -2% | 9%
Cc1ccc2nc(-c3ccccn3)c(N)n2c1 | ? | 80%[activator]
Cc1ccccc1S(=O)(=O)NC(=O)C1(C)CCN1C(=O)Cc1ccccc1Cl (stereo not given) | -1% | 0%
CC1(C(=O)NS(=O)(=O)c2ccc(Cl)cc2)CCN1C(=O)Cc1ccc(-c2ccccc2)cc1 (stereo not given) | 8% | -4%
Cc1csc(SCC(=O)Nc2ccc(F)cc2Cl)n1 | 4% | 0%
COc1ccc(S(=O)(=O)N(C)C[C@@H]2OCCCC[C@@H](C)Oc3ccc(NC(=O)NC(C)C)cc3C(=O)N([C@H](C)CO)C[C@@H]2C)cc1 | 8% | -11%
COC(=O)[C@]12CCCCC=C1N(Cc1ccccc1)C(=O)[C@H](CC(=O)NCCc1ccccc1OC)C2 | -7% | -8%
O=C(NCCCOC(=O)c1ccccc1)c1ccccc1 | 3% | 5%
CC1CCCCN1C(=S)Nc1ccc(S(=O)(=O)N2CCCCC2)cc1 (stereo not given) | -10% | 8%
COc1cc(N(C)C)ccc1C=c1c2ccccc2n2c1cc(-c1ccccc1)[n+]2C | ? | 13µM*
Cc1ccc(S(=O)(=O)N(CC(=O)NC2CC3CCC2C3)c2ccccc2)cc1 (stereo not given) | -9% | -6%
C[C@H]1CN([C@@H](C)CO)C(=O)CCCn2nncc2CO[C@H]1CN(C)C(=O)c1ccccc1 | -2% | 0%
O=C(C[C@@H]1C/C=C\CCCC(=O)OC[C@@H]2CCCN2C1=O)N[C@H](CO)Cc1ccccc1 | 1% | -7%
Cc1noc(C)c1C(=O)NCC(=O)Nc1ccccc1Br | -7% | 6%

For convenience, 2 of the compounds above:
SMILES | TbPYK inhibitor | AMA1-RON2 inh
Cc1csc(SCC(=O)Nc2ccc(F)cc2Cl)n1 | 4% | 0%
COc1ccc(S(=O)(=O)N(C)C[C@@H]2OCCCC[C@@H](C)Oc3ccc(NC(=O)NC(C)C)cc3C(=O)N([C@H](C)CO)C[C@@H]2C)cc1 | 8% | -11%

One compound at a time (already shown). Order of values: TbPYK inhibitor	AMA1-RON2 inh
C[C@H]1CN([C@@H](C)CO)C(=O)CCCn2nncc2CO[C@H]1CN(C)C(=O)c1ccccc1 in the list: -2%	0%
CC1CCCCN1C(=S)Nc1ccc(S(=O)(=O)N2CCCCC2)cc1 (stereo not given) in the list: -10%	8%
O=C(NCCCOC(=O)c1ccccc1)c1ccccc1 in the list: 3%	5%
O=C(C[C@@H]1C/C=C\CCCC(=O)OC[C@@H]2CCCN2C1=O)N[C@H](CO)Cc1ccccc1 in the list: 1%	-7%

Further entries.
SMILES | TbPYK inhibitor | AMA1-RON2 inh
Cc1cccc(NS(=O)(=O)c2ccc(C)c(C(=O)N3CCN(C(=O)c4ccco4)CC3)c2)c1 | -1% | 7%
COc1cc(NC(=S)NN2CCOCC2)cc(OC)c1 | 3% | 33%[activator]
O=C(COC(=O)c1cccc(Cl)c1Cl)NC1CCCCCC1 | 3% | -9%
COc1ccc(C(=O)NNC(=O)c2cccs2)cc1S(=O)(=O)N1CCOCC1 | 3% | 15%
CC(C)CCn1nc(C(=O)OCC(=O)NC(C)c2ccccc2)c2ccccc2c1=O (stereo not given) | -7% | 0%
COC(=O)C=C1CCC2C3CC(F)C4(O)CC(=O)CCC4(C)C3C(=O)CC12C (stereo not given) | -4% | -5%
COc1ccc(S(=O)(=O)N2CCCCC2c2cc(C(=O)NCc3ccccc3)no2)cc1 (stereo not given) | 4% | 1%
O=C(NCc1ccccc1CN1CCCC1)c1ccc(S(=O)(=O)Nc2ccccc2F)cc1 | 2% | 8%
CCc1ccccc1NC(=O)C1CCN(S(C)(=O)=O)CC1 | -1% | -1%
CSc1ccc(CN2CCC2(C)C(=O)NCc2ccccc2Br)cc1 (stereo not given) | 1% | -18%
CCC1(Oc2ccccc2)C(=O)NC(=O)NC1=O | 4% | -1%
CC(C)C1C(=O)N(Cc2cn(CCC3OCCCO3)nn2)CCS(=O)(=O)N1Cc1ccc(-c2ccc(Cl)nc2)cc1 (stereo not given) | -3% | -1%
CNc1ncnc2c1ncn2-c1ccccc1 | -1% | 9%
CC(C)CC1NC(=O)c2cc3ccccc3cc2-n2c1nc1cc(Cl)ccc1c2=O (stereo not given) | -5% | -16%
CCOC(=O)C1CCC(=O)C1 (stereo not given) | 2% | -3%
O=[N+]([O-])c1cc2c(c([N+](=O)[O-])c1)Nc1ccccc1O2 | -4% | ?
O=C(NNC(=O)c1cc(-c2ccc(Br)cc2)nc2ccccc12)c1csc(N2CCOCC2)n1 | -3% | 68%[activator]
COCCNC(=O)C1(C)CCCN(Cc2ccc(Cl)nc2)C1 (stereo not given) | 5% | -6%
O=C(O)C1CC=CCC1C(=O)NCc1ccc(Cl)c(Cl)c1 (stereo not given) | 2% | 0%
C#Cc1ccc([C@H]2C=C(C(=O)NCc3nc4ccccc4[nH]3)O[C@@H](OCc3ccc(CO)cc3)C2)cc1 | -17% | 112%[activator]
O=C(Nc1ccccc1)Nc1ccc(Cl)nc1Cl | -6% | 0%
S=C1CC2CCCC(C2)N1 (stereo not given) | -8% | 19%
COc1ccc(CC(N)c2csc(NC(=O)Nc3ccccc3Oc3ccccc3)n2)cc1 (stereo not given) | -10% | 52%[activator]
COc1ccc2c(c1)c[n+](C)c1c3cc(OC)c(OC)cc3ccc21 | 0% | 6%
CN(Cc1ccc(OC(F)F)cc1)C(=O)c1cccc(S(=O)(=O)N2CCN(Cc3ccccc3)CC2)c1 | 2% | 23%
CC(=NNC(=O)COc1cccc(C)c1)c1cccnc1 | -6% | 7%[11.6 µM]
O=C(c1cnn(C(=O)c2ccco2)c1)c1ccccc1O | -1% | 34%[activator]
Cc1ccc(OCC(=O)Oc2cccc(C)c2)cc1 | 0% | 19%
CC(=O)c1c(C)[nH]c(C(=O)Nc2ccc(N3CCCCCC3)cc2)c1C | -20% | ?
COc1ccc(-n2nnnc2C(c2ccccc2)N2CCN(C/C=C/c3ccccc3)CC2)cc1 (stereo not given) | -10% | -28%
CCC1(c2ccc(C)cc2)C(=O)NC(=S)NC1=O | -6% | 46%[activator]
COc1cccc(CNC(=S)Nc2ccc3c(c2)c(=O)n(C)n3Cc2ccc(F)cc2)c1 | 0% | 15%
CSCC[C@H](NC(=O)c1cccc(S(=O)(=O)N2CCN(C)CC2)c1)c1nc2ccccc2[nH]1 | 4% | -2%
COc1ccc(C2CC(c3ccccc3)=NN2C(=O)COC(=O)c2cccc(O)c2)cc1 (stereo not given) | 2% | -11%
COc1ccc(S(=O)(=O)Nc2cccc3c2O[C@H](CN(C)C(=O)Nc2ccc4c(c2)OCO4)[C@@H](C)CN([C@H](C)CO)C3=O)cc1 | -4% | 1%
NC1=C(Br)C(=O)c2ncccc2C1=O | -24% | 4%
CN(CC(=O)Nc1ccc(Cl)cc1F)C1=NS(=O)(=O)c2ccccc21 | 10% | -8%
CC(=O)NC12CC3CC(C1)CC(C(=O)OCC(=O)c1cc(C)n(C)c1C)(C3)C2 | -8% | 2%
CCCCN(C=O)c1c(CC)nc2ccc(C(=O)NCCOc3ccc(OC)cc3)cn12 | 3% | -11%
CN[C@H]1CCc2cc(OC)c(OC)c(OC)c2-c2ccc(OC)c(=O)cc21 | -8% | -10%
Cc1ccc(S(=O)(=O)NN=C(c2ccccc2)c2cccs2)cc1 | 7% | -4%
Cn1c(=O)n(C)c2cc(CNC(=O)[C@H]3O[C@@H](n4ccc(=O)[nH]c4=O)[C@H](O)[C@@H]3O)ccc21 | -9% | 18%
CCCNC(=O)C1(C)CCCN(C(=O)c2cc(F)cc(F)c2)C1 (stereo not given) | 0% | -5%
COc1ccccc1-c1cc2nc(-c3ccccc3)cc(N3CCN(C(=O)c4ccco4)CC3)n2n1 | -9% | 7%
N#CC12C(=O)NC(=O)C1(C#N)C21CCCC1 (stereo not given) | -2% | 8%
O=C(CC1(O)C(=O)Nc2ccc(Br)cc21)c1ccccc1 (stereo not given) | -2% | 1%
O=[N+]([O-])c1nccn1CC(O)CN1CC1 (stereo not given) | -10% | 91%[activator]
